# Source: PubChem BioAssay (several laboratories)
# PLK1 kinase inh: human PLK1 kinase inhibitors, primary screen, biochemical, TR-FRET; Serine/threonine-protein kinase PLK1 (Homo sapiens), P53350; recombinant PLK1 kinase, TR-FRET peptide phosphorylation; inhibition, % at 10 µM; 97,000 tested, 0.53% active;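 active = inhibition of 50% or more in the single-concentration screen; inactive = inhibition below 50%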;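 note: 0% = DMSO max control and 100% = H-89 dihydrochloride min control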
# S1P2 blocker: human S1P2 receptor antagonists, primary screen, cell-based; cell-based S1P2 antagonist assay, inhibition at 5 uM; inhibition, % at 5 µM; 97,000 tested, 0.21% active; AID 736, 2007; in the data active = inhibition above about 45%;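 note: CRE beta-lactamase reporter cells expressing human S1P2 stimulated with S1P; 0% = agonist at EC80 alone and 100% = agonist plus reference antagonist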
# EphB4 antag: EphB4-ephrin-B2 interaction antagonists, primary screen, biochemical, TNYL-RAW peptide probe, fluorescence polarization | Ephrin type-B receptor 4 (Homo sapiens), P54760 | EphB4 LBD / TNYL-RAW-Alexa532 peptide | inhibition, % at 7 µM | 97,000 tested, 0.15% active | AID 720, 2007;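 active = inhibition above the screen-wide mean inhibition plus 3 SD, cut at about 15% in these data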;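 note: 0% = DMSO wells and 100% = excess unlabeled TNYL-RAW peptide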
# Target sequence (P54760 whole entry, looked up, the tested form may be a part): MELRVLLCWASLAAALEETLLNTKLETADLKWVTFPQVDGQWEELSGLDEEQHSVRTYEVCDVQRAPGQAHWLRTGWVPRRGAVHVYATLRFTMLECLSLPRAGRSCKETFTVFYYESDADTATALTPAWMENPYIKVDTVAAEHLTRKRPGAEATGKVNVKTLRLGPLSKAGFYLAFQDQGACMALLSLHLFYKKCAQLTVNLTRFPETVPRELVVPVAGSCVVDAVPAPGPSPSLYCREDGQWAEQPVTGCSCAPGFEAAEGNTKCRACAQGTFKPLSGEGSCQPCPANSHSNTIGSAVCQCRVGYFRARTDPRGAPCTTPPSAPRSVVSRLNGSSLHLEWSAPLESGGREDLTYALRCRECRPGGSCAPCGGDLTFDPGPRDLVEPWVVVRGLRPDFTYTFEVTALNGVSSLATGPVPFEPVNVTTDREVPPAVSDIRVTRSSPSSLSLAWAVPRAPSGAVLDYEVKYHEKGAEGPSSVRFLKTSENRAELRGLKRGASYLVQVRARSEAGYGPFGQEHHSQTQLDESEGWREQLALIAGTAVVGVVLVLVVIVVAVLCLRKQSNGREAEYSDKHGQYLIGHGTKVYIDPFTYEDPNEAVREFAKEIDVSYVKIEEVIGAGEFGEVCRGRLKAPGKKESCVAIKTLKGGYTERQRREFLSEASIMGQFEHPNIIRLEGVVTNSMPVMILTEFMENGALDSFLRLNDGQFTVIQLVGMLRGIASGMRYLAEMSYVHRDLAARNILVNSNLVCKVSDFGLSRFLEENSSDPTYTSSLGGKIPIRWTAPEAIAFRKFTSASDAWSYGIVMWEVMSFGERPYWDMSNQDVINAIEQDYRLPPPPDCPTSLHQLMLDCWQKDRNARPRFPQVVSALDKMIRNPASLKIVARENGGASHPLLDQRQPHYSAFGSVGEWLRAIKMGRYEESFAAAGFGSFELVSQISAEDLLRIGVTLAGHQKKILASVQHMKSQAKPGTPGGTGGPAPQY
# Rev-RRE block: HIV-1 Rev-RRE binding inhibitors, primary screen, biochemical, FRET, protein-RNA interaction. Rev peptide-RRE RNA binding. P05866. AID 704, 2007. 97,000 tested, 0.79% active. inhibition, % at 8 µM;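 active = inhibition above the screen-wide mean plus 3 SD, cut at about 35% in these data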;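 note: 0% = median DMSO wells and 100% = median Neomycin B control wells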
#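 Material: labelled RRE RNA duplex and labelled Rev peptide / Buffer or medium: HEPES pH 7.5 salt buffer with EDTA / Compound dosing: single point, 8 µM final nominal compound concentration / Benchmarks: DMSO low control, neomycin B high control / Timing: 5 min preincubation and 15 min binding, 25 °C / Technique: FRET fluorescence readout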
# PLAP act: PLAP enzyme activators, biochemical, luminescence, HTS | purified PLAP enzyme, luminescent substrate read-out; stronger effect = higher value | 96,000 tested, 1.2% active | Alkaline phosphatase, placental type (Homo sapiens), P05187 | AID 696, 2007 | activation fold at 20 µM; in the data active = activation fold above about 2
# FAK blocker: FAK kinase inhibitors, primary screen, biochemical; inhibition, %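 (tested at 7 µM)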; 97,000 tested, 0.84% active; AID 727, 2007; biochemical FAK kinase activity assay; in the data active = inhibition above about 19%;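 note: 0% = DMSO and 100% = reference compound high control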
# MT1-MMP txn act: MT1-MMP promoter reporter activation – cell-based, luciferase luminescence, primary screen | activation factor at 10 µM | HT1080 MT1-MMP promoter luciferase reporter, overnight; stronger effect = higher value | 86,000 tested, 0.16% active;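 active = activation factor of at least 2 for MT1-MMP transcription at 10 µM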
# Plk1 PBD FP: Plk1 polo box domain binding inhibitors, primary screen, biochemical, fluorescence polarization; 97,000 tested, 0.13% active; inhibition, %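 (tested at about 20 µM)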; Plk1 PBD phosphopeptide binding; AID 693, 2007; Serine/threonine-protein kinase PLK1 (Homo sapiens), P53350; in the data active = inhibition above about 34%, passing the limit was not always enough
# S1P2 ag: S1P2 receptor agonists, primary screen, cell-based | S1P2-expressing cell line, agonist reporter read-out | AID 729, 2007 | activation, % at 4.5 µM | 97,000 tested, 0.46% active; in the data active = activation above about 16%;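 note: 0% = vehicle low control and 100% = maximal reference agonist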
# * marks the source's active call; other numbers are inactive results; / = no result given. Rows are unselected; 3.9% or so of the library scored in one or more.
SMILES,PLK1 kinase inh,S1P2 blocker,EphB4 antag,Rev-RRE block,PLAP act,FAK blocker,MT1-MMP txn act,Plk1 PBD FP,S1P2 ag
Cc1ccc(NC(=O)COC(=O)CCC(=O)c2cccs2)cc1S(=O)(=O)N1CCOCC1,-14,-18,4,8,1.3,5,/,-28,-2
COc1ccccc1CO/N=C/c1cccn1-c1nccc(N(C)C)c1C#N,-16,10,1,15,1.9,-1,1.1,0,-1
COc1ccc(-n2c(N)c(C(=O)NCC3CCCO3)c3nc4ccccc4nc32)c(OC)c1 (stereo unspecified),-13,2,1,9,2*,5,1.1,6,1
CC1=NN(c2ccc(C)cc2C)C(=O)C1C(c1ccccc1)C1C(=O)N(c2ccc(C)cc2C)N=C1C (stereo unspecified),-28,24,2,-4,1,-5,/,23,-5
O=C(CS(=O)(=O)Cc1ccccc1)N1CCc2ccccc2C1,-12,28,2,6,1,-1,1.1,13,-3
CCOC(=O)C(Oc1ccc2c(-c3ccc(OC)cc3)cc(=O)oc2c1C)c1ccccc1 (stereo unspecified),-2,1,-1,-2,1.2,-4,/,-6,-8
FC(F)(F)c1cc(-c2cccs2)nc(-n2cc(Cl)cn2)n1,-10,-39,-3,4,1,-2,1,28,-5
O=C(CO)N/N=C/c1ccccc1F,-3,20,14,12,0.8,3,/,26,-5
N#CC1(c2nc3ccccc3[nH]2)CC1c1ccc2c(c1)OCO2 (stereo unspecified),2,18,4,3,0.9,-8,1.2,-26,-3
CCc1ccccc1OCC(=O)Nc1ccc(S(N)(=O)=O)cc1,-4,-3,-2,-1,1.1,-2,1,6,-2
O=C(c1cc2c(s1)CCCC2)N1CCN(C(=O)C2CCCO2)CC1 (stereo unspecified),-4,5,2,4,1.2,-1,1.1,3,-5
Cn1nnnc1SCC(=O)c1cccs1,-5,3,7,-1,0.9,3,1.1,1,-3
c1ccc(CN2CCN(c3nc(-c4ccccn4)nc4ccccc34)CC2)cc1,-3,2,-6,10,1.3,0,1.2,-8,-3
Cc1cnc(C)c(N2CCC(C(=O)NCc3cccs3)CC2)n1,5,-7,-6,1,1,0,1.1,12,-7
O=C(NCCc1ccccc1)c1ccc([N+](=O)[O-])cc1,-7,10,4,9,1.1,1,/,-8,-6
COC(=O)Cc1c(O)ccn(Cc2cccc3ccccc23)c1=O,-8,11,0,12,0.9,-3,/,-24,-3
O=C(NCc1ccco1)c1nc2nc(-c3cccs3)cc(C(F)(F)F)n2n1,-7,-9,-4,8,1.3,2,1.1,-16,-8
COc1ccc(CC(=O)Nc2ccc(S(=O)(=O)NCC3CCCO3)cc2)cc1 (stereo unspecified),-3,-3,5,12,0.8,1,1.1,-36,-6
N#Cc1nc(-c2ccco2)oc1N1CCN(Cc2ccccc2)CC1,-4,0,1,13,1.2,0,1.1,25,3
COc1ccc(C(=O)Nc2cccc3cccnc23)cc1OC,-8,15,-4,12,1.1,0,/,-35,-2

# 6 entries drawn at random from those above:
SMILES,PLK1 kinase inh,S1P2 blocker,EphB4 antag,Rev-RRE block,PLAP act,FAK blocker,MT1-MMP txn act,Plk1 PBD FP,S1P2 ag
Cn1nnnc1SCC(=O)c1cccs1,-5,3,7,-1,0.9,3,1.1,1,-3
COC(=O)Cc1c(O)ccn(Cc2cccc3ccccc23)c1=O,-8,11,0,12,0.9,-3,/,-24,-3
O=C(NCCc1ccccc1)c1ccc([N+](=O)[O-])cc1,-7,10,4,9,1.1,1,/,-8,-6
Cc1cnc(C)c(N2CCC(C(=O)NCc3cccs3)CC2)n1,5,-7,-6,1,1,0,1.1,12,-7
O=C(c1cc2c(s1)CCCC2)N1CCN(C(=O)C2CCCO2)CC1 (stereo unspecified),-4,5,2,4,1.2,-1,1.1,3,-5
c1ccc(CN2CCN(c3nc(-c4ccccn4)nc4ccccc34)CC2)cc1,-3,2,-6,10,1.3,0,1.2,-8,-3

# Additional results:
SMILES,PLK1 kinase inh,S1P2 blocker,EphB4 antag,Rev-RRE block,PLAP act,FAK blocker,MT1-MMP txn act,Plk1 PBD FP,S1P2 ag
CCc1cc2c(=O)nc3n(c2s1)Cc1ccccc1/C3=C(/O)c1ccc(F)cc1,8,-8,-2,13,1.3,1,1.2,-2,4
Cc1ccc(NC(=O)c2cc(=O)c3ccccc3o2)cc1,-20,16,-3,5,1,5,/,-13,-3
Cc1cc(C)c(OCC(=O)N/N=C/c2ccco2)c(C)c1,6,-14,8,8,0.9,-3,/,-13,-1
COc1cnc(-c2ccccn2)nc1Oc1ccc(Cl)c2ccccc12,-13,19,11,2,1.3,-2,/,-1,-8
COc1cccc(N2CCN(C(=O)c3ccc4nc(N5CCCCC5)sc4c3)CC2)c1,-7,4,1,-1,1.8,-1,1.7,-20,-1
O=C(NCc1ccc(F)cc1)c1cc(-c2ccco2)on1,-17,-3,1,5,0.9,0,1.1,-1,-2
COc1ccc(/C=N/NC(=O)CC(=O)NCCc2ccccc2)cc1OC,-10,11,2,4,1,-1,/,-16,-5
Cc1cc(C(F)(F)F)nn1CC(=O)NNC(=S)NCC(C)C,-7,-4,-2,-1,2.6*,1,/,40,1
COC(=O)c1ccc(OC)cc1OCC(=O)N1CCN(c2ccc(F)cc2)CC1,-9,-13,1,6,1,0,/,-6,-8
C=CCn1c(-c2cccn(Cc3ccc(Cl)cc3)c2=O)n[nH]c1=S,-14,19,5,1,1.1,-9,/,5,-5
Cc1cccc(-n2nnc(C(=O)Nc3ccc(F)cc3)c2N)c1,-30,18,6,3,1,3,1.6,-31,-8
CCn1c(SCC(=O)Nc2cc(C)c(Cl)cc2OC)nnc1-c1ccco1,-7,-9,2,12,0.8,2,1.1,11,-5
CCCCn1c(N)c(-c2nc3ccccc3s2)c2c([N+](=O)[O-])nn(C)c(=O)c21,-7,-3,3,3,0.7,2,/,-27,2
O=C(Nc1ccccc1)N1CCCCC1c1cccnc1 (stereo unspecified),-3,7,-2,7,0.8,-4,1.2,5,-3
Oc1ccc(N=Cc2ccc(-c3cccs3)s2)cc1,10,2,-12,0,0.9,43*,1,22,-4
COc1ccccc1Nc1nc(-c2sc(NC(=O)c3ccccc3)nc2C)cs1,-7,15,2,10,1.2,-7,/,-19,-1
Cc1ccc(S(=O)(=O)NCCC(=O)Nc2ccc3c(c2)OCO3)cc1,-11,4,-8,0,0.9,-1,1.2,23,-2
O=C(Nc1cc(F)ccc1F)C1CCCO1 (stereo unspecified),-3,-11,-1,1,0.9,1,1.1,-10,-5
COc1cc(/C=C(/C#N)c2nc3ccccc3[nH]2)ccc1OC(=O)c1ccco1,-15,11,2,10,1,10,/,-12,-5
O=C(Nc1ccc(Cl)cc1C(=O)NCCN1CCOCC1)c1ccc(Cl)cc1Cl,-2,4,-9,15,1.2,2,1.1,12,-1
Cc1csc2nc(CCNS(=O)(=O)c3cccs3)cn12,-2,-5,3,8,2.9*,-1,1.6,-9,-7
Cc1ccc2c(COn3nnc4ccc(S(=O)(=O)N(C)C)cc43)cc(=O)oc2c1C,-16,-12,5,-3,0.9,1,1.1,-11,-7
CC(CCc1ccccc1)NC(=O)c1ccco1 (stereo unspecified),-15,11,1,0,/,-1,1.1,12,-2
Cn1c(=O)cc(OCCCC(=O)NC2CCCC2)c2ccccc21,-8,24,-2,5,1.1,1,1.5,-29,-7
Fc1ccc2nc3[nH]c4ccccc4c3nc2c1,5,9,4,9,1.1,17,1.5,-13,7
Cc1[nH]nc2c1C(c1cccnc1)N(c1ccc(Br)cc1)C2=O (stereo unspecified),-5,12,8,4,/,1,1.2,-9,-2
Cc1c(C(=O)Nc2ccc(F)c(F)c2)oc2ccc(S(=O)(=O)N3CCCCC3)cc12,1,-4,0,4,1,3,1.2,-7,-5
N/C(=N\S(=O)(=O)c1ccc(Cl)s1)c1ccccc1,3,14,2,3,0.6,-2,1.1,-4,-5
CS(=O)(=O)N(CC(=O)N1CCN(c2ccc(F)cc2)CC1)c1cccc(Cl)c1,-6,-4,0,7,1.3,0,1.1,-7,-1
O=C1C2C3C=CC(C3)C2C(=O)N1CCCCN1C(=O)C2C3C=CC(C3)C2C1=O (stereo unspecified),-12,-8,4,4,1.3,-1,1,30,-6

# Structures above that contain a cyano group, in the order listed:
SMILES,PLK1 kinase inh,S1P2 blocker,EphB4 antag,Rev-RRE block,PLAP act,FAK blocker,MT1-MMP txn act,Plk1 PBD FP,S1P2 ag
COc1ccccc1CO/N=C/c1cccn1-c1nccc(N(C)C)c1C#N,-16,10,1,15,1.9,-1,1.1,0,-1
N#CC1(c2nc3ccccc3[nH]2)CC1c1ccc2c(c1)OCO2 (stereo unspecified),2,18,4,3,0.9,-8,1.2,-26,-3
N#Cc1nc(-c2ccco2)oc1N1CCN(Cc2ccccc2)CC1,-4,0,1,13,1.2,0,1.1,25,3
COc1cc(/C=C(/C#N)c2nc3ccccc3[nH]2)ccc1OC(=O)c1ccco1,-15,11,2,10,1,10,/,-12,-5

# Next section
SMILES,PLK1 kinase inh,S1P2 blocker,EphB4 antag,Rev-RRE block,PLAP act,FAK blocker,MT1-MMP txn act,Plk1 PBD FP,S1P2 ag
Cc1c(C(C)NC(=O)Nc2ccc(F)cc2F)cnn1C (stereo unspecified),18,1,2,9,1.1,-1,1,-3,-2
COc1cccc(-c2nc(NC(C)C)c3ccccc3n2)c1O,2,12,7,1,1,2,1.2,-6,0
COCCNC(=O)COC(=O)/C=C/c1c(C)nn(Cc2ccc(Cl)cc2Cl)c1Cl,-14,-13,3,6,1.3,-2,1.1,-20,-10
CC(=O)N=C(N)Sc1nc2ccccc2[nH]1,-9,5,-6,5,/,4,1.4,12,-3
CCC1CCc2c(c3ccccc3[nH]c2=O)O1 (stereo unspecified),6,-20,-1,0,0.3,0,/,-18,-7
O=C(/C=C/c1ccc(Cl)cc1Cl)NCc1ccncc1,2,6,-8,-1,1,-2,/,27,-7
O=C(/C=C/c1ccccc1)NC(=S)Nc1cccnc1,-6,-2,6,1,0.9,-11,/,-15,-7
O=C(COC(=O)C1CCCCC1)Nc1ccc(N2CCCCC2)cc1,-7,8,8,1,0.9,8,1.2,20,-3
CN(C)/C=N/c1ncc(C(=O)c2ccccc2)s1,3,-13,-10,1,0.9,-10,/,2,0
O=C(COc1ccc2c(C(F)(F)F)cc(=O)oc2c1)Nc1ccc2c(c1)OCCO2,-8,2,-9,5,1.4,1,/,2,-1
COc1ccc(C(=O)Nc2cc(OC)c(NC(=O)c3ccco3)cc2OC)cc1,-6,-8,0,8,1.4,-1,/,-12,-7
O=C(CCN1Cc2ccccc2C1)c1ccc2c(c1)OCCO2,-8,6,-8,7,1.3,-2,1,19,-8
Cc1ccccc1C(=O)N=c1sccn1C,-5,4,-3,6,1,2,1.4,-2,-4
